MCF10A rerep – A quantitative high throughput screen for small molecules that induce DNA re-replication in MCF 10a normal breast cells; MCF 10A DNA re-replication, Hoechst nuclear intensity, 48 h; Potency, µM (highest dose often 46.1 µM), for inactives: at the highest dose activity, positive = re-replication, usual class: activators; 350,000 compounds, 2.9% hits; AID 624296, 2012; also: % of control where 0% means no effect; nearly all actives have a fitted effect of over 50% in size
ATXN2 expr inh – Primary qHTS for Inhibitors of ATXN expression; Potency, µM (top dose mostly 57 µM), without a hit: at the top dose activity change, negative = inhibition, actives largely listed as inhibitors; 360,000 compounds, 0.72% hits; AID 1745845, 2022; HEK-293 ATXN2-luciferase reporter, luminescence, 24 h; also: % is scaled to controls: 0 for no effect and ±100 for the full control effect; nearly all actives have a fitted effect of over 55% in size
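ATXN2-luciferase reporter cells (luciferase flanked by upstream and downstream ATXN2 gene portions) were treated 24 h at 37 °C with compounds at up to 57 uM. SteadyGlo luminescence gave expression; GF-AFC fluorescence gave viability.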
Nrf2 activator – qHTS of Nrf2 Activators | AREc32 ARE-luciferase reporter (MCF7-derived line), luminescence, 24 h | Potency, µM (doses to about 46.1 µM), for the others: top-dose activation, hits mostly activators | 410,000 compounds, 0.31% hits | AID 624171, 2012; also: % of control where 0% means no effect; nearly all actives have a fitted effect of over 65% in size
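Cells of the AREc32 ARE-luciferase line are plated in OPTI-MEM containing 5% FBS and left overnight at 37 deg C. Compounds are pinned in, incubation continues 24 hr, and firefly luciferase signal is then measured.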
Nrf2 block – Nrf2 qHTS screen for inhibitors. A549 ARE-Fluc reporter, luciferase luminescence, 18-24 h. Potency, µM (titrated, usually from 46 µM), inactives show top-dose activity change, negative = inhibition, usual class: inhibitors. 360,000 compounds, 2.1% hits; also: % is scaled to controls: 0 for no effect and ±100 for the full control effect; nearly all actives have a fitted effect of over 60% in size
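Nrf2 function is reported as luminescence of an ARE-controlled luciferase in A549 cells. Compounds were tested at several concentrations, and a CellTiter-Fluor read on the same wells flagged cytotoxicity.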
HepG2 viability – qHTS for Inhibitors of TGF-b: Cytotox Counterscreen; AID 588856, 2011; 410,000 compounds, 0.76% hits; Potency, µM (series often up to 46.1 µM), inactives show top-dose activity change, negative = cytotoxicity, actives largely listed as cytotoxic; HepG2 CAGA-GFP viability, ATP luminescence, 18 h; also: some results filed as inactive show a strong effect at the top dose
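HepG2 CAGA-GFP cells (1000/well, DMEM with 1% FBS) received compound, then TGF-beta at 500 pg/mL final, and were incubated 18 hours at 37 degrees C. Viability was read by CellTiter-Glo luminescence. Media-only wells were set as complete cell-killing and DMSO as no toxicity.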
ATXN viability – Viability Counterscreen for Primary qHTS for Inhibitors of ATXN expression; S2 cells (HEK-293 line with an ATXN2-luciferase reporter) viability, CellTiter-Fluor protease fluorescence, 24 h; Potency, µM (doses to about 56.7 µM), usual class: cytotoxic; 400,000 compounds, 0.49% hits; AID 651635, 2014; also: nearly all actives have a fitted effect of over 40% in size
A549 tox – Nrf2 qHTS screen for inhibitors: counterscreen for cytotoxicity; A549 ARE-Fluc cells, CellTiter-Fluor viability, 18-24 h; Potency, µM (top dose mostly 46 µM), for the others: at the top dose activity change, negative = cytotoxicity, usual class: inhibitors; 390,000 compounds, 0.16% hits; AID 504648, 2011; also: % is scaled to controls: 0 for no effect and ±100 for the full control effect
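A549 ARE-Fluc cells in 5% FBS OPTI-MEM, 5000 cells/well, rested 2 h then exposed to compounds in concentration-response for 18-24 h at 37 °C. Viability by CellTiter-Fluor fluorescence (Ex 405/Em 525) after 30 min; luciferase luminescence (BugLite, 15 min, RT) read afterwards.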
TGFb inhibitor – qHTS for Inhibitors of TGF-b | HepG2 CAGA-GFP TGF-b/SMAD3 reporter, GFP fluorescence, 18 h; TGF-beta stimulated, 500 pg/mL final | Potency, µM (titrated, usually from 46.1 µM), for inactives: at the top dose activity, negative = inhibition, hits mostly inhibitors | 410,000 compounds, 1.2% hits | AID 588855, 2011; also: % is scaled to controls: 0 for no effect and ±100 for the full control effect; nearly all actives have a fitted effect of over 65% in size
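Inhibition of TGF-beta-driven CAGA-GFP reporter expression in HEPG2 cells is measured by cellular GFP fluorescence after 18 h stimulation with 500 pg/mL recombinant TGF-beta in 1% FBS medium at 37 degrees C.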
EPAC2 antagonist – qHTS for Antagonist of cAMP-regulated guanine nucleotide exchange factor 2 (EPAC2): primary screen; Rap guanine nucleotide exchange factor 4 (Homo sapiens), Q8WZA2; EPAC2 GEF exchange of Rap1B-BODIPY-GDP, fluorescence; Potency, µM (series often up to 114 µM), for inactives: at the highest dose activity, negative = inhibition, usual class: inhibitors; 360,000 compounds, 0.18% hits; AID 720708, 2013; also: % is scaled to controls: 0 for no effect and ±100 for the full control effect; nearly all actives have a fitted effect of over 45% in size; many of its hits are not listed in these tables
Target sequence (Q8WZA2 whole entry, looked up): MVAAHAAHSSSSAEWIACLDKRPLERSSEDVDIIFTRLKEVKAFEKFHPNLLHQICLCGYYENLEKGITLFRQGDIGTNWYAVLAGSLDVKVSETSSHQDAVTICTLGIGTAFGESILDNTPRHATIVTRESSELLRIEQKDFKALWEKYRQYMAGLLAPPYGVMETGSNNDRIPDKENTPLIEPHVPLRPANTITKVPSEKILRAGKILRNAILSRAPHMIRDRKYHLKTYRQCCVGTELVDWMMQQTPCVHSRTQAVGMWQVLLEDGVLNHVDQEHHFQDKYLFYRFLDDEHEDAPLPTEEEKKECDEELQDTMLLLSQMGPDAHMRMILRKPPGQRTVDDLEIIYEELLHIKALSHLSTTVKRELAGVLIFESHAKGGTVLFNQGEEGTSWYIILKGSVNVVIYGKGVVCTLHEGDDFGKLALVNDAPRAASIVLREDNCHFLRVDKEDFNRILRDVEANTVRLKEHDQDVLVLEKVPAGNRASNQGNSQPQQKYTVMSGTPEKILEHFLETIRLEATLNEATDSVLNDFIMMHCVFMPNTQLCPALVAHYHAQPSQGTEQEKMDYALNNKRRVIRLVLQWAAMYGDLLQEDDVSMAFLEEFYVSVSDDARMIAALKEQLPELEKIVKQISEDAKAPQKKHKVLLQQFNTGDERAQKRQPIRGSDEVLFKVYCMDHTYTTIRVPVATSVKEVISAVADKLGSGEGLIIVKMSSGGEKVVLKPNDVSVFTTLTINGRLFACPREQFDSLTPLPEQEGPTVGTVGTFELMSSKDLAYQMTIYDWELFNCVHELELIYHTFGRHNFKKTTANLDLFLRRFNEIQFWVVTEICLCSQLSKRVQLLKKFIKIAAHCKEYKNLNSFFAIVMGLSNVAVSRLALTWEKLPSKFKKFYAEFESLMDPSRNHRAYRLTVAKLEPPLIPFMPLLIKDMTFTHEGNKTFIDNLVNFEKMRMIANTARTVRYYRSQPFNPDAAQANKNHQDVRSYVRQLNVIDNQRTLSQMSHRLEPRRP
* hit, by the source's call; i = inactive; ? = inconclusive; . = not tested or not shown; [ ] = another dose, or the depositor's remark. Calls follow the shape of the dose curve; as a rule, active = well fitted curve in the direction sought with a large enough effect; inconclusive = small, poorly fitted or top-dose-only effect, or another doubt; inactive = no such curve, though single readings can be large; an effect the other way counts as inactive or inconclusive. Potency is read from the fitted curve at half-maximal effect.

Start of the listing, in advance, two compounds:
SMILES	MCF10A rerep	ATXN2 expr inh	Nrf2 activator	Nrf2 block	HepG2 viability	ATXN viability	A549 tox	TGFb inhibitor	EPAC2 antagonist
COc1ccc(-n2cnnc2SCc2cnc(-c3ccccc3)s2)cc1	0%	10%	-0.4%	11%	-5%	i	-1%	-8%	7%[57.1 µM]
COc1ccccc1OCCC(=O)OCC(=O)Nc1ccc(S(=O)(=O)N2CCOCC2)cc1	-2%	-17%	0.1%	12%	0%	i	-6%	-2%	1%

All compounds of this part, from the start:
SMILES	MCF10A rerep	ATXN2 expr inh	Nrf2 activator	Nrf2 block	HepG2 viability	ATXN viability	A549 tox	TGFb inhibitor	EPAC2 antagonist
COc1ccc(-n2cnnc2SCc2cnc(-c3ccccc3)s2)cc1	0%	10%	-0.4%	11%	-5%	i	-1%	-8%	7%[57.1 µM]
COc1ccccc1OCCC(=O)OCC(=O)Nc1ccc(S(=O)(=O)N2CCOCC2)cc1	-2%	-17%	0.1%	12%	0%	i	-6%	-2%	1%
Cn1c(=O)[nH]c(=O)c2c1nc(N/N=C/c1cccnc1)n2Cc1ccc(Cl)cc1	3%	-8%	2.5%	?	12%	i	1%	18%	-8%
CC(=O)c1cn(Cc2ccccc2)c(=O)n(Cc2ccc(F)cc2)c1=O	-6%	-11%[11.3 µM]	-0.6%	5%	-1%	.	8%	-7%	-7%
CC(=O)Oc1ccc(C(=O)Cc2ccc3ccccc3n2)c(O)c1C	-5%	46%[activator]	2.3%	?	-7%	i	0%	-10%	17%
CCOc1cccc(C=NCCc2ccc(OC)c(OC)c2)c1O	15%	.	-0.9%	-4%	-9%	i	1%	-1%	-5%
Cc1ccc(B(O)O)cc1	.	.	.	-3%	1%	.	0%	-7%	.
Nc1nc(N)nc(-c2cccc(Cl)c2)n1	11%	19%	17%	29%	1%	i	-4%	?	4%
COc1ccc(CC(=O)NCC(c2ccc(N(C)C)cc2)N2CCOCC2)cc1 (configuration not stated)	.	.	-0.7%	.	-34%	.	7%	-33%	.
NC(=O)c1ccc(NC(=O)COC(=O)CCC(=O)c2ccc(Cl)cc2)cc1	-5%	.	0.3%	6%	22%	i	-2%	0%	-2%[57.1 µM]
Cc1ccc(S(=O)(=O)N(C)C)cc1NC(=O)c1cc(=O)[nH]c2ccccc12	19%	.	0.1%	?	-7%	i	-10%	-4%	-11%
COc1ccc(C(=O)C(C)C(C)=O)c(OCc2ccccc2)c1OC (configuration not stated)	-2%	-3%	0.5%	-5%	-15%	i	2%	-13%	-3%
Cc1ccc2sc(C)cc(=O)c2c1	3%	7%	-0.2%	?	0%	i	2%	-22%	-2%
CCOC(=O)CN1C(C(=O)c2ccccc2)=C(OC(=O)C(C)(C)C)c2ccccc2S1(=O)=O	.	-10%	4.8%	26%	-25%	?	-17%	?	.
CC(Sc1nn(-c2ccc(Cl)cc2)c(=S)s1)C(=O)NCC1CCCO1 (configuration not stated)	25%	-5%	0.2%	-20%	-18%	i	-2%	0%	9%
O=C(Nc1ccc(Br)cn1)C1CCCN1S(=O)(=O)c1ccccc1 (configuration not stated)	5%	6%	-0.5%	-1%	1%	i	2%	-1%	11%
CCC(=O)N1CCc2cc(S(=O)(=O)NCCC(=O)Nc3ccc(OC)c(Cl)c3)ccc21	.	.	0.1%	23%	6%	.	18%	-8%	.
O=C(COC(=O)c1ccc([N+](=O)[O-])o1)NC12CC3CC(CC(C3)C1)C2	3%	2%	4.6%	?	2%	i	-9%	4%	-1%
CC1=C(C(=O)OC(C)C)C(c2cccc(F)c2)N2C(=O)C(C)SC2=N1 (configuration not stated)	12%	-2%	-0.6%	-17%	1%	i	-10%	-12%	-11%
Cc1ccc(OCCn2c(=S)[nH]c3ccccc32)c(C(C)C)c1	?	-22%	-0.5%	-22%	-116%	?	-5%	16µM*	?
CC(=O)c1ccc(N2CCN(C(=O)CCS(=O)(=O)c3ccc4c(c3)CCN4C(C)=O)CC2)cc1	3%	-10%	-0.9%	-21%	-1%	i	-2%	6%	3%
O=C(N/N=C/c1ccco1)c1cc(-c2ccc3ccccc3c2)n[nH]1	7.9µM*	?	3.6%	?	-91%	?	-20%	?	-6%
Cc1cc[n+](-c2nc3ccccc3nc2[N-]S(=O)(=O)c2cccs2)cc1C	-6%	5%	-0.4%	-10%	29%	i	-10%	0%	3%
CCOC(=O)C1CCCN(C(=O)c2ccc(OC(C)=O)cc2)C1 (configuration not stated)	5%	1%	0.4%	0%	-14%	i	.	19%	13%
C=CCOc1ccccc1CN1CCC(n2nccc2NC(=O)C2CCOC2)CC1 (configuration not stated)	8%	1%	0.3%	9%	-16%	i	0%	1%	1%

(further entries)
SMILES	MCF10A rerep	ATXN2 expr inh	Nrf2 activator	Nrf2 block	HepG2 viability	ATXN viability	A549 tox	TGFb inhibitor	EPAC2 antagonist
CC(=O)Nc1ccc(OCCOc2ccccc2C(C)=O)cc1	57%	10%	1.8%	18%	-21%	i	5%	-11%	-3%
Cc1ccc(NC(=S)c2ccc3ccccc3n2)c(C)c1	2%	40%[activator]	7.6%	?	-25%	i	-1%	-24%	-7%
COc1ccc(C(=O)N2CCN(C(=O)Cc3ccccc3)CC2)cc1	-4%	.	2.9%	-10%	-1%	i	8%	11%	-2%
COc1ccc(CCNC(=O)CN(c2ccccc2OC)S(C)(=O)=O)cc1OC	?	-17%	-0.5%	8%	0%	i	-2%	-2%	4%
O=C1CCCC2=C1C1(CCCC1)N=C(Nc1nc3cc(-c4ccccc4)ccc3o1)N2	.	-1%	9.9%	13%	-32%	i	-7%	?	2%
O/N=C(\Cc1cscn1)c1ccc(O)cc1O	-33%[inhibitor]	30%	0.3%	7%	5%	i	4%	10%	11%
Cc1csc(NC(=O)C2CCCCC2C(=O)O)n1 (configuration not stated)	-3%	6%	-0.1%	-5%	-6%	i	-1%	-5%	4%
CCOC(=O)c1ccc(CN2Cc3ccccc3C2=O)cc1	19%	-23%	0.3%	2%	-20%	i	4%	-3%	-2%
COCCCNc1ncnc2c1nc1n2CCCC1	17%	0%	-0.6%	3%	8%	i	-2%	4%	7%
Cc1ccc(S(=O)(=O)NCCc2nnc3ccc(NCCCOC(C)C)nn23)cc1	1%	.	-0.1%	-11%	1%	i	12%	0%	8%[57.1 µM]
C/C(=N/NC(=O)CNC(=O)/C=C/c1ccccc1)c1ccco1	15%	.	9.6%	0%	3%	i	1%	0%	2%
c1cc2[nH]c3ccncc3c2cn1	.	.	0.1%	.	-5%	i	.	7%	-1%
COc1ccc(C(=O)NN/C=C/C(=O)c2ccc(Br)cc2)cc1	.	.	7.8%	.	-29%	?	.	?	5%
O=C(CCc1ccccc1)NCC1OCCc2ccccc21 (configuration not stated)	0%	9%	0.9%	5%	-3%	i	2%	3%	-11%
CCn1c(=O)c2cc(C(=O)NCc3cccs3)sc2c2ccccc21	4%	-4%	-0.1%	-14%	-6%	i	-6%	15%	-1%
NC(=O)c1cn(-c2ccccc2)nc1-c1cccnc1	-4%	3%	-0.9%	6%	0%	i	-6%	8%	13%
COC(=O)[C@H](CCSC)NC(=O)Nc1ccc(S(N)(=O)=O)cc1	-2%	-12%	-1.0%	-5%	3%	i	3%	-2%	5%
COc1ccccc1N(CC(=O)N1CCCCCC1)S(=O)(=O)c1ccc(C)cc1	-2%	-6%	-0.9%	?	-4%	i	-1%	8%	-1%
CCCCn1c(-c2cccc(Br)c2)nc2cc3[nH]c(=O)c(C(C)C)nc3cc21	18µM*	0%	0.5%	?	-2%	?	-10%	?	11%
O=[N+]([O-])c1ccccc1Nc1ccccc1	11%	1%	0.3%	?	2%	i	-1%	0%	-20%
Cc1ccc(S(=O)(=O)Nc2ccc3ccccc3n2)cc1	3%	10%	2.1%	-24%	-2%	i	-17%	-3%	6%
CCc1ccccc1Nc1ncnc2c1cnn2-c1ccc(Cl)cc1	.	10%	4.6%	.	-17%	i	2%	1%	.
O=c1cc(CN2CCOCC2)nc(C2CC2)[nH]1	1%	-2%	0.4%	0%	6%	i	-14%	9%	1%
COc1ccc(NC(=S)NC2CCN(Cc3ccccc3)CC2)cc1OC	0%	-17%	2.9%	3%	2%	i	1%	-3%	-13%
CCC(C)(C)n1nnnc1C(c1cc(OC)ccc1OC)N1CCC(C(N)=O)CC1 (configuration not stated)	1%	0%	-0.3%	15%	-1%	i	6%	17%	-2%

Other results
SMILES	MCF10A rerep	ATXN2 expr inh	Nrf2 activator	Nrf2 block	HepG2 viability	ATXN viability	A549 tox	TGFb inhibitor	EPAC2 antagonist
Cc1csc(NC(=O)c2nc(-c3ccccc3)n(-c3ccccc3)n2)n1	7%	28%	-0.8%	11%	-15%	i	15%	14%	-7%[57.1 µM]
COC(=O)c1ccc(C2c3[nH]c4ccccc4c3C[C@H]3C(=O)N(C4CC4)CC(=O)N23)cc1 (some centres not stated)	?	26%	-0.7%	6%	-2%	i	0%	-3%	-20%
COc1ccc2c(Sc3ccccc3)c(C(=O)NCCCN3CCCCC3)[nH]c2c1	.	.	8.8%	4%	-106%	.	?	.	.
Cc1ccc(S(=O)(=O)N2CCC(C(=O)OCC(=O)N(C)C3CCS(=O)(=O)C3)CC2)cc1C (configuration not stated)	?	1%	-0.4%	-7%	1%	i	6%	11%	-3%
O=C(Nc1ccc(Cl)cc1)Nc1ccccc1NS(=O)(=O)c1cccs1	18µM*	4%	-0.5%	?	-45%	i	9%	?	?
Cc1ccnc(NC(=S)N2CCN(c3cccc(C(F)(F)F)c3)CC2)c1	?	?	12%	23µM*	-23%	?	?	13µM*	-10%

Taken from above.
ATXN2 expr inh result of O=[N+]([O-])c1ccccc1Nc1ccccc1 → 1%
MCF10A rerep result of Cc1cc[n+](-c2nc3ccccc3nc2[N-]S(=O)(=O)c2cccs2)cc1C → -6%
A549 tox result of Cc1ccc(S(=O)(=O)NCCc2nnc3ccc(NCCCOC(C)C)nn23)cc1 → 12%
ATXN2 expr inh result of CCOC(=O)CN1C(C(=O)c2ccccc2)=C(OC(=O)C(C)(C)C)c2ccccc2S1(=O)=O → -10%
Nrf2 activator result of c1cc2[nH]c3ccncc3c2cn1 → 0.1%

Some of the compounds tested (hit frequency here may not be typical).
